hIAP activ – increases human intestinal alkaline phosphatase activity; hit rate 0.16% among 330,000; purified human IAP, CDP-Star luminescence, 30 min; hits give high values; 1 = vehicle-only enzyme, 0 = enzyme-free background; activation factor at 10 µM;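 active = activation factor of the enzyme at least 2-fold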; note: the source names both 10 and 20 µM as test concentration; values of inactives mirror those of a sister screen read the other way
TIM10 inh – inhibits growth of TIM10 yeast strain. S. cerevisiae TIM10 strain growth, BacTiter-Glo luminescence, 24 h. inhibition, % at 10 µM. hit rate 1.4% among 330,000;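 active = inhibition of 40% or more at the single tested concentration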;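 note: wild-type TIM10 isogenic control strain grown at permissive 25 °C; 0% = DMSO yeast wells and 100% = minimal medium wells without yeast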
mIAP act – increases mouse intestinal alkaline phosphatase activity; activation factor at 10 µM; hit rate 0.24% among 330,000; muIAP, CDP-Star luminescence, 30 min; hits give high values; 1 = vehicle-only enzyme signal, 0 = enzyme-free wells;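 active = activation factor of at least 2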; note: the source names both 10 and 20 µM as test concentration; values of inactives mirror those of a sister screen read the other way
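also added = chemiluminescent substrate CDP-Star | test system = mouse IAP enzyme | signal = chemiluminescence readout | compound = DMSO-dissolved test compounds | incubation = 30 min at room temperature | benchmarks = DMSO wells, no-enzyme wells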
ATG4B inhibitor – inhibitors of human ATG4B cysteine protease; Q9Y4P1; ATG4B cleavage of LC3-PLA2, NBD-HPC fluorescence, 1 h; inhibition, % at 8.33 µM; hit rate 0.51% among 340,000; AID 504462; in the data active = inhibition above about 40%
hIAP inh – blocks human intestinal alkaline phosphatase; P09923; purified IAP, CDP-Star luminescence, 30 min; inhibition, % at 10 µM; hit rate 0.12% among 330,000; AID 2544;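 active = inhibition reaching a set limit with compound at 10 µM in the primary screen, cut at about 35% in these data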;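 note: plate controls were DMSO wells with enzyme for no effect and no-enzyme buffer wells for full effect; values of inactives mirror those of a sister screen read the other way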
mIAP inh – blocks mouse intestinal alkaline phosphatase; purified mouse IAP, CDP-Star luminescence, 30 min; inhibition, % at 10 µM; hit rate 0.2% among 330,000; AID 2806;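 active = inhibition of at least 40% at 10 µM in the primary screen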;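 note: plate controls were DMSO with enzyme for no effect and no enzyme wells for full effect; values of inactives mirror those of a sister screen read the other way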
tim10-1 inh – growth inhibitors of tim10-1 mutant yeast. inhibition, % at 20 µM. S. cerevisiae tim10-1 ts strain growth, BacTiter-Glo, 24 h. hit rate 2.2% among 330,000;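 active = inhibition of at least 40%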;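 note: mutant grown at 25 °C; 0% = DMSO wells with yeast and 100% = wells holding no yeast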
Apaf1 inhib – human Apaf-1 inhibition. O14727. reconstituted apoptosome caspase-3 activity, DEVD-Rh110 fluorescence. inhibition, % at 20 µM. hit rate 0.71% among 330,000. AID 489030; active = inhibition of at least 40% at 20 µM;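 note: plate controls were DMSO wells for no effect and DEVD-CHO caspase inhibitor wells for full effect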
Target sequence (O14727 whole entry, looked up): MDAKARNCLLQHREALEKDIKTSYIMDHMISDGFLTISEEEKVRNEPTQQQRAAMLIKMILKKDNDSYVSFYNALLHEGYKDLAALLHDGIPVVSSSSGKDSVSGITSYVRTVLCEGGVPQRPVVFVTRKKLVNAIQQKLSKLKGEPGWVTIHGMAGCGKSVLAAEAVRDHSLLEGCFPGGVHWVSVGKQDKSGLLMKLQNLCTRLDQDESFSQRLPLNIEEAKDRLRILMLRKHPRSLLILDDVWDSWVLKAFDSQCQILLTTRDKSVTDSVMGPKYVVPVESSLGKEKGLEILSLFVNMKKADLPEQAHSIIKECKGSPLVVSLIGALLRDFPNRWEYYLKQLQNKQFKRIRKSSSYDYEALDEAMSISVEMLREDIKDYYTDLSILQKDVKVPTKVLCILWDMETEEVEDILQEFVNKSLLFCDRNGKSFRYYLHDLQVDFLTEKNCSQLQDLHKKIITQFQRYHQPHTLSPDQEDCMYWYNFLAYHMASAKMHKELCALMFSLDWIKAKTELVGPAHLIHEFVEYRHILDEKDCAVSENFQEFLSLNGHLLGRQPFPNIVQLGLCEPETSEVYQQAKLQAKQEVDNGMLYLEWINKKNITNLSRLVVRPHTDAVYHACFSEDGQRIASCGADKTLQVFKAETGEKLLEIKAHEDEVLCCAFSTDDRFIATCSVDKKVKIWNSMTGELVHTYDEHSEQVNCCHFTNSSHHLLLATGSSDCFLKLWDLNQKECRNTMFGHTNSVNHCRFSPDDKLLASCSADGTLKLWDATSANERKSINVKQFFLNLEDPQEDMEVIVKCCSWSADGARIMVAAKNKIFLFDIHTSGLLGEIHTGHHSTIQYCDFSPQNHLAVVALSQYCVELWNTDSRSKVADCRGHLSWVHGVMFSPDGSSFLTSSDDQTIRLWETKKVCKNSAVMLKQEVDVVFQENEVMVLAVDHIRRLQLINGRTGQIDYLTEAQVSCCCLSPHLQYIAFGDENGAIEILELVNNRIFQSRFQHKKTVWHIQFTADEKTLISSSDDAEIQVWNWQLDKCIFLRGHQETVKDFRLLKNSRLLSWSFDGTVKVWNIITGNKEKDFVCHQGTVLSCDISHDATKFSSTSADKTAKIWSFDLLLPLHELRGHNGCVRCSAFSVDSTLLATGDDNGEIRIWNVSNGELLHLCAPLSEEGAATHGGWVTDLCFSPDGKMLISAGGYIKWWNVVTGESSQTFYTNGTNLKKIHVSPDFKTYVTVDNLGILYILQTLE
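Assay system: Apoptosome proteins | Medium: pH 7.5 Hepes buffer with CHAPS, BSA, DTT | Also added: Cytochrome c and DEVD-Rh110 substrate | Times: 30 min plus 50 min, RT | Detection: Rhodamine 110 fluorescence at Ex 480/Em 540 nm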
NLRP3 yeast inh – blocks the NALP3 inflammasome reconstituted in yeast; Yeast reconstituted NLRP3/ASC/caspase-1, beta-gal luminescence, 24 h; hit rate 0.39% among 330,000; inhibition, % at 10 µM;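 active = inhibition of 50% or more; inactive = inhibition below 50%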;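 note: plate controls were induced DMSO wells for no effect and uninduced yeast grown without galactose for full effect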
* = called active by the depositor.

smiles	hIAP activ	ATG4B inhibitor	Apaf1 inhib	mIAP inh	TIM10 inh	NLRP3 yeast inh	hIAP inh	mIAP act	tim10-1 inh
Fc1ccccc1C1c2[nH]c3ccccc3c2CCN1Cc1ccoc1 (centres undefined)	1.2	-6	18	-9	18	-7	-20	1.1	38
O=P(O)(O)c1ccccc1OCCOCCOc1ccccc1P(=O)(O)O	1	-5	-7	7	19	7	-2	0.93	13
O=C(OCC(=O)N1CCN(c2ccccc2)CC1)c1ccc([N+](=O)[O-])s1	0.87	-22	22	8	-16	9	13	0.92	12
O=C(Nc1nc(-c2ccc(S(=O)(=O)N3CCCC3)cc2)cs1)c1ccco1	0.94	-5	20	-4	27	7	6	1	12
O=C(Cc1cccs1)Nc1nc(-c2ccc(F)cc2F)cs1	0.98	-5	18	-20	52*	37	2	1.2	41*
Cc1ccn(CCNC(=O)C2CCC(=O)N(CCc3ccc(Cl)cc3)C2)n1 (centres undefined)	1.1	-3	-13	-2	4	7	-7	1	4
Cc1cccc(N2CCN(S(=O)(=O)c3ccc4c(c3)C(C)(C)C(=O)N4C)CC2C)c1 (centres undefined)	0.92	-4	13	3	3	11	8	0.97	15
CCc1cc(=O)oc2cc(OCC(=O)N3CCC(C(=O)O)CC3)ccc12	1	-31	-2	-4	-5	12	-3	1	-10
COc1ccc(C(=O)NNC(=S)NC(=O)c2cccc([N+](=O)[O-])c2)cc1	0.82	-5	1	21	3	21	18	0.79	-3
CN1C(=O)NC(c2ccc(O)cc2)C(C(=O)c2cccs2)C1(O)C(F)(F)F (centres undefined)	1.1	9	-6	-10	-6	9	-10	1.1	-10
c1ccc(-c2ccc(OCCN3CCOCC3)cc2)cc1	1	0	-1	0	-17	10	0	1	-12
CC(C)CN(C(=O)CN1C(=O)NC(c2ccccc2)(c2ccccc2)C1=O)C1CCS(=O)(=O)C1 (centres undefined)	0.92	-18	8	1	0	18	8	0.99	-3
COC(CNC(=O)c1ccc(-n2c(=S)[nH]c3ccccc3c2=O)cc1)OC	0.97	-4	1	2	7	3	3	0.98	-1
O=C(Nc1cccc(F)c1)Nc1c[nH]c(=O)[nH]c1=O	1.1	8	3	-2	1	13	-7	1	8
CC(NC(=O)CNC(=O)[C@@H]1Cc2ccccc2CN1)c1ccccc1 (some centres undefined)	0.85	3	0	0	2	13	15	1	-8
OCCOCCn1c(CCNc2nc(-c3ccc(Cl)cc3)cs2)nc2cc(Cl)c(Cl)cc21	0.94	-13	2	-1	14	5	6	1	20
COc1ccc(C(=O)c2c[nH]c3ccccc23)cc1	1.2	10	1	0	-11	35	-17	1	-62
C/C(CC(=O)Nc1ccc(F)cc1)=N\NC(=O)COc1ccccc1	1	-5	-3	12	20	19	-1	0.88	11
Cc1cccc(N(CC(=O)NCCSc2ccccn2)S(=O)(=O)c2ccccc2)c1	0.91	-4	8	0	17	12	9	1	19
CCS(=O)(=O)c1ccc2oc(SCC(=O)N3CCCCC3)nc2c1	0.94	-3	-3	10	-4	-16	6	0.9	12
O=C(CNc1cccc(F)c1)N1CCc2ccccc2C1	1.1	7	9	6	-15	34	-12	0.94	-5
COc1ccccc1/C=C1\SC(=S)N(NS(=O)(=O)c2ccc(C)cc2)C1=O	1	20	21	10	17	-28	-4	0.9	44*
CCc1c(C)nc(SCC(=O)NC2CCCC2)[nH]c1=O	1	3	5	-8	-14	3	-3	1.1	3
CN1CCC(N(C)S(=O)(=O)c2ccc(NC(=O)COc3ccc(F)cc3Cl)cc2)CC1	1	-11	7	-10	6	12	0	1.1	16
CN(C)c1cccc2c1C(=O)c1ccccc1C2=O	0.88	21	15	12	7	8	12	0.88	28
CN(C)CCCNC(=O)c1ccc2[nH]c3ccccc3c2c1	0.92	-5	-8	3	-4	0	8	0.97	8
COc1ccccc1CCC(=O)OC(C)C(=O)Nc1c(C)n(C)n(-c2ccccc2)c1=O (centres undefined)	1	3	-10	-2	6	23	-2	1	6
CCOC(=O)c1ccc(NS(=O)(=O)c2c(C)n[nH]c2C)cc1	0.79	-3	-3	3	6	20	22	0.97	-19
O=C(CNC(=S)N(Cc1ccccc1)Cc1cccnc1)NCCN1CCOCC1	0.99	-3	1	-4	-14	14	1	1	3
O=C(COC(=O)c1cccc(N2C(=O)c3ccccc3C2=O)c1)Nc1ccccc1	1.1	-10	-1	5	-11	5	-13	0.95	15
CC(C)(C)c1ccc(NC(=O)c2ccc3c(c2)S(=O)(=O)c2ccccc2C3=O)cc1	0.93	-2	-2	12	-2	24	7	0.88	-15
COc1ccc(CC(=O)N2CCC(c3ccccc3)C2)cc1 (centres undefined)	0.97	-8	-7	7	0	0	3	0.93	36
COC(=O)CN(C(=S)Nc1ccc(Cl)cc1)C1CC(=O)N(c2ccc(OC)cc2)C1=O (centres undefined)	1	-11	3	-4	15	12	0	1	27
COc1ccc(CNC(=O)CN2CCC(n3nnc4cc(F)ccc43)CC2)cc1	0.99	-6	-4	5	7	21	1	0.95	13
CN(C)C(=O)N1CCC(C(=O)NCc2cccs2)CC1	1.2	-11	-26	-1	-3	15	-21	1	-5
Cc1ccc(NC(=O)CN2C(=O)NC(C)(CC(C)C)C2=O)cc1F (centres undefined)	1.2	1	1	-6	-13	10	-16	1.1	0
Cc1ccc(-c2cc3nc(C)cc(C)n3n2)cc1	1	-20	13	4	-1	30	-1	0.96	15
CN(C(=O)COC(=O)c1ccc2c(c1)OCCO2)c1ccccc1	1	-8	8	1	50*	3	-1	0.99	44*
CC(=O)Nc1cccc(C(=O)OCc2ccccc2)c1	0.94	0	4	6	15	28	6	0.94	30
COc1ccc(NC(=O)Nc2cccc3c2O[C@H](CN(C)S(=O)(=O)c2c(C)noc2C)[C@@H](C)CN([C@H](C)CO)C3=O)cc1	1.1	-17	-1	-19	10	-4	-10	1.2	-2
CCCC(c1nnnn1CS(=O)(=O)c1ccc(C)cc1)N1CCN(C2CCCC2)CC1 (centres undefined)	0.9	-1	4	-7	-14	7	10	1.1	17
O=c1ccc(=O)n(-c2ccccc2)[nH]1	1.2	20	-14	8	8	2	-15	0.92	-12
CC(C)Oc1ccc(Cl)cc1Nc1nc(NCCO)nc(N2CCCC2)n1	0.95	5	25	1	14	22	5	0.99	41*
Cn1c(-c2ccccc2)c(/C=N/NC(=O)c2cccnc2)c2ccccc21	1	-17	12	-4	25	4	-2	1	8
COc1cc(OC)cc(C(=O)N2CCCc3ccccc32)c1	0.93	-1	-2	-11	20	9	7	1.1	24
COc1cc2c(cc1OC)CN(CC(=O)Nc1ccc3c(c1)OCO3)CC2	1.1	-7	5	-12	-10	24	-7	1.1	3
N#C/C(=C1/CCCCCN1)c1nnc2n1CCCCC2	1.3	-4	-12	-6	-8	16	-31	1.1	-2
Cc1ccc(C(=O)COC(=O)CN2C(=O)C3C4CCC(C4)C3C2=O)cc1[N+](=O)[O-] (centres undefined)	0.99	-1	-9	-8	-1	11	1	1.1	19
N#Cc1ccc(NC(=O)COC(=O)CCc2ccc(S(=O)(=O)N3CCCCC3)cc2)cc1	1.1	-23	0	-14	5	-1	-5	1.1	12
O=C(CCNS(=O)(=O)c1cccc2nsnc12)N1CC(=O)N(CCc2ccccc2)C(=O)C1	0.96	-6	-6	8	7	1	4	0.93	9
O=C(O)CSc1nnc(Nc2ccccc2)n1-c1ccccc1	0.97	-11	-4	-1	7	0	2	1	-5
COc1cc(C(=O)OCC(=O)NC2CC2)ccc1OCCC(C)C	1	9	2	-2	3	11	-4	1	3

Ordered by length of the SMILES (smallest number first): some entries from above
smiles	hIAP activ	ATG4B inhibitor	Apaf1 inhib	mIAP inh	TIM10 inh	NLRP3 yeast inh	hIAP inh	mIAP act	tim10-1 inh
N#C/C(=C1/CCCCCN1)c1nnc2n1CCCCC2	1.3	-4	-12	-6	-8	16	-31	1.1	-2
O=C(O)CSc1nnc(Nc2ccccc2)n1-c1ccccc1	0.97	-11	-4	-1	7	0	2	1	-5
CC(C)Oc1ccc(Cl)cc1Nc1nc(NCCO)nc(N2CCCC2)n1	0.95	5	25	1	14	22	5	0.99	41*
COc1cc2c(cc1OC)CN(CC(=O)Nc1ccc3c(c1)OCO3)CC2	1.1	-7	5	-12	-10	24	-7	1.1	3
Cn1c(-c2ccccc2)c(/C=N/NC(=O)c2cccnc2)c2ccccc21	1	-17	12	-4	25	4	-2	1	8
CCCC(c1nnnn1CS(=O)(=O)c1ccc(C)cc1)N1CCN(C2CCCC2)CC1 (centres undefined)	0.9	-1	4	-7	-14	7	10	1.1	17
N#Cc1ccc(NC(=O)COC(=O)CCc2ccc(S(=O)(=O)N3CCCCC3)cc2)cc1	1.1	-23	0	-14	5	-1	-5	1.1	12
O=C(CCNS(=O)(=O)c1cccc2nsnc12)N1CC(=O)N(CCc2ccccc2)C(=O)C1	0.96	-6	-6	8	7	1	4	0.93	9
Cc1ccc(C(=O)COC(=O)CN2C(=O)C3C4CCC(C4)C3C2=O)cc1[N+](=O)[O-] (centres undefined)	0.99	-1	-9	-8	-1	11	1	1.1	19
COc1ccc(NC(=O)Nc2cccc3c2O[C@H](CN(C)S(=O)(=O)c2c(C)noc2C)[C@@H](C)CN([C@H](C)CO)C3=O)cc1	1.1	-17	-1	-19	10	-4	-10	1.2	-2

Screens deposited in PubChem BioAssay by Sanford-Burnham Center for Chemical Genomics.
